IDE cell inh: human IDE inhibitors in live cells, primary screen, fluorescence polarization, HEK cells, FAbetaB substrate; AID 434962, 2010; Insulin-degrading enzyme (Homo sapiens), P14735; hit rate 0.41% among 320,000; inhibition, % at 5.59 µM; FAbetaB cleavage;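 active means percent inhibition above the average of all tested compounds plus 3 SD, set per screening campaign, cut at about 16% in these data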;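 further: IDE supplied by intact live HEK cells; FP after avidin binding of uncleaved biotin substrate so inhibition keeps polarization high; 0% = DMSO wells and 100% = 60 µM reference IDE inhibitor Ii1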
MEKK2wt PB1 HTS: modulators of MEK5 binding to wildtype MEKK2, primary screen, biochemical, multiplex bead flow cytometry, Alexa488-MEK5; Mitogen-activated protein kinase kinase kinase 2 (Homo sapiens), Q9Y2U5; Alexa488-MEK5 binding to MEKK2 WT; actives lie on both sides; binding response (% of control), % at 10 µM; hit rate 1.1% among 290,000; in the data active means binding response below about 67% or above about 130%
IDE act: human IDE activators in live cells, primary screen, fluorescence polarization, HEK cells, FAbeta-B substrate; Insulin-degrading enzyme (Homo sapiens), P14735; FAbeta-B cleavage; 0% vehicle, 100% cell-free pure enzyme wells; activation, % at 5.96 µM; hit rate 0.073% among 340,000;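 active means activation above the mean of all tested compounds plus 3 SD, set per screening campaign, cut at about 17% in these data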
UBC9 SUMO inh: inhibitors of in vitro SUMOylation cascade, primary screen, biochemical, HTRF, uHTS. hit rate 0.36% among 290,000. AID 2006, 2009. HTRF SUMOylation assay, SAE1/SAE2 + UBC9. inhibition, % at 35 µM. SUMO-conjugating enzyme UBC9 (Homo sapiens), P63279; in the data active means inhibition above about 50%, passing the limit was not always enough; further: strong numbers were not always called active
Target sequence (P63279 whole entry, looked up): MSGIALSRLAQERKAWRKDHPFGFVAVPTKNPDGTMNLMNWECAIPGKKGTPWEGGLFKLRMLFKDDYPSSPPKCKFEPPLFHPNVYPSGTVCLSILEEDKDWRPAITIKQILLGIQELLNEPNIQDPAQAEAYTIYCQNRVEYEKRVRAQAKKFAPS
PfM18AAP inh: PfM18AAP inhibitors, malaria aminopeptidase, primary screen, biochemical, QFRET, recombinant enzyme; M18 aspartyl aminopeptidase (Plasmodium falciparum 3D7); H-Glu-NHMec fluorogenic cleavage; inhibition, % at 7.35 µM; hit rate 1.2% among 290,000; AID 1822, 2009;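 active means inhibition above the campaign mean inhibition over all tested compounds plus 3 SD, cut at about 28% in these data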;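 further: 0% = plate median of test compound wells and 100% = 2 mM ZnCl2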
NALP1 inh: NALP1 inflammasome inhibitors in reconstituted yeast, colorimetric, S. cerevisiae, triplicate retest; AID 2071, 2009; hit rate 0.61% among 280,000; S. cerevisiae NALP1/ASC/caspase-1 growth, X-gal OD620, 72 h; inhibition, % at 10 µM; in the data active means inhibition mostly above about 24%, no sharp cut-off; inactive means mostly below about 32%; further: some compounds called inactive have numbers as strong as hits
pCIP destab: p/CIP-EGFP fusion destabilizers, primary screen, fluorescence, F442A cells. Q05BA5. 16 h. decrease of EGFP signal, % at 10 µM. hit rate 0.01% among 290,000;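 active means EGFP signal decrease of at least 30% at 10 µM or well 3 SD below plate mean, unless failing retest; inactive means the rest, including hits failing retest or dose response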; further: some compounds called inactive have numbers as strong as hits; many of its hits are not listed in these tables
MEKK3 PB1 HTS: modulators of MEKK3-MEK5 PB1 binding, primary screen, biochemical, wildtype MEKK3, multiplex bead flow cytometry, Alexa488-MEK5. hit rate 1.4% among 290,000. binding response (% of control), % at 10 µM. AID 1529, 2009. bead-based flow cytometry, Alexa488-MEK5 binding to MEKK3; actives lie on both sides; 0 = blocked by unlabeled MEK5, 100 = vehicle;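 active means binding response more than 3 SD above or below the average of its plate-row segment, actives on both sides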;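 further: Alexa488 bead fluorescence after subtracting the streptavidin-only scavenger bead signal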
Target sequence (Q99759 whole entry, looked up): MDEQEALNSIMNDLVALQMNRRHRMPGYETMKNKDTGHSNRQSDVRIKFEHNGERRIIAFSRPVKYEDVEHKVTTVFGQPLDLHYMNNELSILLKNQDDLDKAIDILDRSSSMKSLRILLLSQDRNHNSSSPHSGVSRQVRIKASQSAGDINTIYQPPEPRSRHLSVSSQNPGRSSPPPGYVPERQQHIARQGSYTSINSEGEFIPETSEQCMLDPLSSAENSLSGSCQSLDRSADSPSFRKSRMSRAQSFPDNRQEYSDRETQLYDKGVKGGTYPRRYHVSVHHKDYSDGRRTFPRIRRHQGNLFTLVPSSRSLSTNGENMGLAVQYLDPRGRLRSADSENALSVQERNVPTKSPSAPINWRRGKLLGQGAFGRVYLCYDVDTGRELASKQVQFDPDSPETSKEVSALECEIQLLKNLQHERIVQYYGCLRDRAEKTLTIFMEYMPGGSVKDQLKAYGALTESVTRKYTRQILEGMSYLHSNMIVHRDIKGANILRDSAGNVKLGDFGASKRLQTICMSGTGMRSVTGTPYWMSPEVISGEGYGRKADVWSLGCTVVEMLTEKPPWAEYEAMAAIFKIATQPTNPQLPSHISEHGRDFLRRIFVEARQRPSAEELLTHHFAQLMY
MEKK2mut PB1 HTS: MEK5 binding signal on mutant MEKK2 PB1, primary screen, biochemical, multiplex bead flow cytometry, Alexa488-MEK5; hit rate 0.35% among 290,000; percent response, % at 10 µM; Alexa488-MEK5 binding to MEKK2 mutant; AID 1530, 2009; in the data active means percent response above about 24%, passing the limit was not always enough; further: inactives centre near 1; some results filed as inactive read as strong as hits; reference of the scale not given here
Starred values were filed as active, the others as inactive; / = not tested or not shown; [ ] = dose if it differs, or a comment. Some of the compounds tested. The share of hits here may be higher or lower than overall.

Order of results: IDE cell inh | MEKK2wt PB1 HTS | IDE act | UBC9 SUMO inh | PfM18AAP inh | NALP1 inh | pCIP destab | MEKK3 PB1 HTS | MEKK2mut PB1 HTS
- COCCOC(=O)C1=C(C)NC(=O)NC1c1cccc(F)c1 (stereo not given)
  -5 | 102 | 4 | 6 | -7 | 19 | -3 | 102 | 3
- S=C(Nc1ccccc1Cl)NC1CCCCCC1
  -7 | 100 | 1 | 6 | 0 | -8 | 4 | 97 | -4
- O=C(O)/C=C/c1cn(-c2ccccc2)nc1-c1ccc2c(c1)OCCO2
  3 | 89 | 4 | 28 | -1 | 2 | -5 | 84 | -14
- CCOc1ccccc1Oc1c(C)oc2c(CN3CCN(C)CC3)c(O)ccc2c1=O
  -2 | 103 | 1 | 50* | -8 | 0 | -4 | 99 | 3
- Cc1cc(C)c(NC(=O)COC(=O)/C=C/c2cccs2)c(C)c1
  0 | 102 | 6 | -2 | -7 | 18 | 4 | 98 | 0
- COc1ccc(C2=CC3=C(Br)C(=O)C(C)(O)C(=O)C3=CO2)cc1 (stereo not given)
  3 | 91 | -1 | 7 | / | 4 | -5 | 95 | -4
- CCOc1cc(C(=O)Nc2ccc(S(=O)(=O)N3CCOCC3)cc2)cc(OCC)c1OCC
  -6 | 100 | 5 | 0 | 4 | 9 | 5 | 104 | 6
- COc1cc(CNc2ccc(N3CCCC3)cc2)cc(Cl)c1OC
  -2 | 87 | 3 | -9 | 11 | -12 | -18 | 93 | -12
- O=C(COc1ccc(/C=N/NC(=O)c2ccc(O)cc2)cc1)Nc1ccc([N+](=O)[O-])cc1
  0 | 118 | 0 | / | -2 | 6 | -8 | 100 | 19
- COc1ccc2oc(C)c(C(=O)Cn3ccnc3)c2c1
  3 | 102 | 1 | 2 | -4 | 7 | -9 | 102 | -11
- COc1ccc(CN2CCN(CC3CC3)CC2CCO)cc1C (stereo not given)
  -3 | 113 | 0 | 7 | -1 | -8 | -5 | 111 | 8
- CCOc1ccc(S(=O)(=O)N2CCCCC2)cc1NC(=O)CN1C(=O)NC(CC)(c2ccccc2)C1=O (stereo not given)
  1 | 98 | 5 | -25 | 5 | 27 | 11 | 99 | 2
- CCCCCCOc1ccc(N2C(=O)CC(S/C(N)=N/N=C(\C)c3cccs3)C2=O)cc1 (stereo not given)
  2 | 93 | 5 | -15 | -9 | -9 | 3 | 93 | -5
- CCCOc1ccccc1C(=O)N(Cc1ccco1)C1CCS(=O)(=O)C1 (stereo not given)
  2 | 99 | -4 | -25 | -11 | 0 | 2 | 100 | 4
- COc1cccc(NC(=O)N[C@@H](Cc2ccccc2)C(=O)O)c1
  1 | 98 | 4 | -6 | 5 | 27 | -3 | 100 | -1
- Brc1ccc(/C=N/Nc2ccc3ccccc3n2)cc1
  -2 | 110 | 0 | -24 | 18 | 18 | 3 | 104 | 1
- COc1cccc(Nc2nnc(SCn3nnc4ccccc4c3=O)s2)c1
  0 | 103 | 4 | -3 | 1 | 4 | 7 | 105 | 6
- COc1ccccc1NC(=O)CN1C(=O)CC(C)S(=O)(=O)c2ccccc21 (stereo not given)
  -5 | 107 | 5 | 16 | -1 | 8 | -1 | 100 | 5
- CN(C)C(=O)CSc1nnc(Cc2ccccc2)n1CC1CCCO1 (stereo not given)
  -6 | 99 | 0 | -2 | -9 | -3 | 19 | 104 | -2
- Cc1cc(C)c(S(=O)(=O)O)c(C)n1
  -6 | 99 | 6 | -2 | 3 | 1 | -8 | 95 | 2
- Cc1[nH]c2ccc(F)cc2c1CCN(Cc1cccnc1)C(=S)Nc1cccc(F)c1
  -6 | 106 | -2 | -20 | -4 | -3 | -22 | 111 | 1
- CC(C)c1ccc(NC(=O)CCS(=O)(=O)c2cccc3nonc23)cc1
  -1 | 102 | -1 | -2 | -3 | 14 | -6 | 103 | 3
- Cc1ccc(OCCN2CCN(c3nc(NCc4ccco4)c4ccccc4n3)CC2)cc1
  2 | 136 | 2 | -39 | -3 | 73* | 0 | 115 | 2
- CC(C)c1ccc(-c2csc3nc[nH]c(=O)c23)cc1
  0 | 106 | 4 | 2 | 8 | 13 | -3 | 101 | 4
- CCC(=O)N1CCc2cc(S(=O)(=O)N3CCCCC3CC)ccc21 (stereo not given)
  0 | 96 | 3 | 11 | -13 | -21 | -18 | 99 | 0
- COc1ccc(C(=O)OCC(=O)Nc2nnc(-c3ccccc3)o2)cc1
  1 | 103 | 5 | -1 | 42* | -8 | -16 | 97 | 2
- COc1ccc(CC(=O)N2CC3(C)CC2CC(C)(C)C3)cc1OC (stereo not given)
  0 | 99 | 3 | -4 | 1 | -10 | -8 | 99 | 1
- CC(C)[C@H](NC(=O)c1ccccc1)C(=O)OCC(=O)N1CCCCCC1
  3 | 118 | 2 | -8 | -8 | 8 | 5 | 101 | 16
- COc1ccc(N(C(=O)Nc2ccc(Cl)cc2)C2=NCCC2)cc1
  -2 | 94 | 0 | 30 | 6 | 10 | -17 | 93 | -2
- Cc1cc(C)n2nc(SCC(=O)c3cccs3)nc2n1
  1 | 99 | 0 | -5 | -9 | 3 | 10 | 98 | -2
- Cc1onc(NC(=O)CSCC(=O)O)c1Br
  -3 | 104 | / | 15 | 2 | 21 | -4 | 102 | 5
- C=C(C)COc1ccc(-c2nc(N)nc(C(F)(F)F)c2-c2ccc(OC)cc2)c(O)c1
  5 | 100 | 5 | -12 | 0 | -9 | -10 | 93 | -3
- CCOc1ccc(-c2csc(N)c2C(=O)OC)cc1
  -1 | 100 | 3 | -11 | -35 | 42 | -2 | 100 | 2
- CCOc1cc(/C=N/NC(=O)c2ccc(=O)n(C)c2)ccc1O
  2 | 101 | 2 | 3 | 2 | -4 | -8 | 100 | 7
- COc1ccc(Br)cc1C(=O)NC(=S)Nc1ccc2[nH]c(=O)[nH]c2c1
  -2 | 95 | 3 | 14 | -1 | 24 | 2 | 101 | -5
- COCCCn1c(Cc2csc(Nc3ccccc3)n2)nnc1SCC(N)=O
  1 | 102 | -2 | 7 | 11 | -3 | 14 | 117 | 9
- O=[N+]([O-])c1ccc(/C=C/c2nc3ccc([N+](=O)[O-])cc3[nH]2)cc1
  -2 | 110 | 0 | -21 | 0 | 14 | -1 | 108 | 28
- CCN1C(=O)C(CC(=O)Nc2c(C)cccc2C)Nc2cc(S(=O)(=O)N(C)C)ccc21 (stereo not given)
  0 | 95 | 5 | 9 | 1 | -14 | -10 | 103 | -6
- Cc1sc(N2C(=O)C3C(C2=O)[C@H]2C=C[C@@H]3C2)c(C#N)c1C (stereo not given in full)
  4 | 101 | 5 | 8 | 3 | -4 | 0 | 105 | 3
- Cc1ccc(C(=O)NCC(=O)NCC(=O)OCc2ccc(Cl)cc2)cc1
  9 | 102 | 0 | -11 | -6 | 12 | -15 | 99 | 2
- CCOCCCNC(=O)CN1CCN(c2ccc(F)cc2)CC1
  -4 | 91 | 16 | 21 | 16 | -6 | 1 | 89 | -3
- C=C(C)C1Cc2cc3ccc(=O)oc3cc2O1 (stereo not given)
  -2 | 96 | 2 | 12 | 10 | 7 | 0 | 91 | -2
- Cn1ncc(Cl)c1C(=O)NCc1cc(C(C)(C)C)n[nH]1
  -4 | 101 | 2 | 8 | -5 | 15 | 6 | 96 | 1
- O=C(O)CCCN1C(=O)/C(=C\c2ccc(-c3nc4ccccc4s3)o2)SC1=S
  13 | 41*[inhibitor] | -14 | 40 | 13 | 19 | -10 | 68 | -20
- COc1ccccc1-c1nnc(NC(=O)c2ccc(S(=O)(=O)N(C)C)cc2)o1
  3 | 104 | 6 | 4 | -2 | 10 | -13 | 99 | 2

2 entries picked at random from those above, as already listed:
Order of results: IDE cell inh | MEKK2wt PB1 HTS | IDE act | UBC9 SUMO inh | PfM18AAP inh | NALP1 inh | pCIP destab | MEKK3 PB1 HTS | MEKK2mut PB1 HTS
- CCOc1ccc(-c2csc(N)c2C(=O)OC)cc1
  -1 | 100 | 3 | -11 | -35 | 42 | -2 | 100 | 2
- COc1ccccc1-c1nnc(NC(=O)c2ccc(S(=O)(=O)N(C)C)cc2)o1
  3 | 104 | 6 | 4 | -2 | 10 | -13 | 99 | 2

Going on with the list.
Order of results: IDE cell inh | MEKK2wt PB1 HTS | IDE act | UBC9 SUMO inh | PfM18AAP inh | NALP1 inh | pCIP destab | MEKK3 PB1 HTS | MEKK2mut PB1 HTS
- Cc1ccc(CN2CCN(CCCc3ccccc3)CC2CCO)cc1 (stereo not given)
  0 | 120 | 1 | 17 | 0 | 16 | -4 | 89 | 20
- CCc1ccccc1NC(=S)N(CCCN1CCN(C)CC1)Cc1cccs1
  0 | 106 | 4 | -1 | -7 | 6 | 0 | 104 | 0
- CS(=O)(=O)N(CC(=O)N1CCOCC1)c1cc(C(F)(F)F)ccc1Cl
  -4 | 110 | 5 | 6 | -16 | 8 | -1 | 102 | 7
- COC(=O)c1ccc(NC(=O)CSC2=Nc3ccccc3C3CC=NN23)cc1 (stereo not given)
  -1 | 97 | 1 | 3 | -1 | 4 | 12 | 97 | -3
- O=[N+]([O-])c1cnccc1Nc1ccc(Cl)cc1
  -11 | 100 | 5 | -7 | 0 | 6 | -9 | 109 | 17
- COc1ccc(OC)c(-c2cc(C(=O)Nc3c(C)nn(Cc4ccccc4Cl)c3C)no2)c1
  9 | 103 | 5 | -3 | 1 | 5 | -4 | 101 | 8
- Cn1c(CCc2ccccc2)nnc1SCC(=O)N1CCOCC1
  5 | 102 | 1 | 10 | -5 | -4 | -9 | 109 | 5
- COc1cc(C2NC(=S)NC(C)=C2C(=O)Nc2ccc(C)cc2)ccc1O (stereo not given)
  0 | 91 | 8 | 11 | -13 | 7 | -2 | 100 | -5
- CCCC1=[N+](CC(=O)c2ccccc2)CCn2c(C)ccc21
  2 | 100 | 2 | -1 | -8 | 10 | -7 | 97 | -1
- CC1CN(C(=O)c2cnn3c(C(F)F)cc(-c4ccccc4)nc23)CC(C)O1 (stereo not given)
  8 | 105 | 0 | 25 | 4 | 9 | -16 | 103 | -1
- Cc1ccc(-n2nc(C(=O)O)cc2-c2ccc(Cl)cc2)cc1
  -4 | 101 | 3 | 11 | -9 | 10 | -8 | 103 | 1
- CC1=C(C(=O)OC2CCCC2)C(c2ccc(C)o2)C2=C(CC(c3cccs3)CC2=O)N1 (stereo not given)
  9 | 90 | -11 | 7 | 6 | -3 | -2 | 100 | -3
- Cc1ccc2[nH]c(=O)c(CN(Cc3ccccc3Cl)C(=O)N3CCOCC3)cc2c1
  6 | 100 | -2 | 3 | -6 | -5 | 0 | 99 | 0
- CCCc1cc(=O)[nH]c(SCC(=O)Nc2ccc(OC(F)F)cc2)n1
  15 | 97 | 4 | 8 | 0 | -20 | -3 | 102 | 2
- Cn1c(=O)c(=O)n(C)c2cc([N+](=O)[O-])c([N+](=O)[O-])cc21
  -3 | 91 | 2 | 3 | 6 | 4 | -1 | 97 | -5

Source: PubChem BioAssay (several laboratories)
